# Scp1 inh: inhibitors of human Scp-1 phosphatase. AID 493091. inhibition, % at 20 µM. hit rate 0.88% among 340,000. Recombinant Scp1, phosphopeptide, malachite green phosphate absorbance;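 active means inhibition above about 50% at 20 µM, limit read from the data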;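 further: plate controls were DMSO wells with enzyme for no effect and wells lacking enzyme for full effect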
# Target sequence (Q9GZU7 76-261 limits assumed): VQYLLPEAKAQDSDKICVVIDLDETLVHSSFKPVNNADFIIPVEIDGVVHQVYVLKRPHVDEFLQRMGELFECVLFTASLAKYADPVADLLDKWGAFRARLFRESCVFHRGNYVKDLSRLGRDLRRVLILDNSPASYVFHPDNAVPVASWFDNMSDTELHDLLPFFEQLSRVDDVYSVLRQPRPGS
#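 Assay system: SCP-1 catalytic fragment, aa 76-261 | Buffer or medium: Tris acetate buffer pH 5.5 with MgCl2 and Tween-20 | Compound: One concentration, 20 µM, with 1.0% DMSO | Also added: Phospho 17-mer peptide substrate | Signal: Absorbance at 630 nm | Incubation: 45 min enzyme reaction at room temperature | Measure: % inhibition of SCP-1 phosphate liberation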
# MsrA inh: inhibitors of bovine MsrA; purified bovine MsrA, absorbance read-out; inhibition, % at 15.5 µM; hit rate 0.75% among 360,000; AID 651718; in the data active means inhibition above about 4.5%;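 further: 0% = vehicle wells with enzyme and 100% = reference inhibitor wells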
# CSN deneddyl inh: inhibitors of human CSN-mediated cullin deneddylation; hit rate 0.38% among 360,000; Purified CSN, SCF-Nedd8-OG deneddylation, fluorescence polarization; inhibition, % at 12.5 µM; AID 651999;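 active means pattern-corrected inhibition above about 35%, with an unprinted fluorescence ratio check between 0.5 and 1.5, limit read from the data, passing the limit was not always enough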;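 further: 0% = enzyme with substrate and 100% = substrate without enzyme; some results filed as inactive read as strong as hits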
# Target sequence (Q92905 whole entry, looked up, one chain of several): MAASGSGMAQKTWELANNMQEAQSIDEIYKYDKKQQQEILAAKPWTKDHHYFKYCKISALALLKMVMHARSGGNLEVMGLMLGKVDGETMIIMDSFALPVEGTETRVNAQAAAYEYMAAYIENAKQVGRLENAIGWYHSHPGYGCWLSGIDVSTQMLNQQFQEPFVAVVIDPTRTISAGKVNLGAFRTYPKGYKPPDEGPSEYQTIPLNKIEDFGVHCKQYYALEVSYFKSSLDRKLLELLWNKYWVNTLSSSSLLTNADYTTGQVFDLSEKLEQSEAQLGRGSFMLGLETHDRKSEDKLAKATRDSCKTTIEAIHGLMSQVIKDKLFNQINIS
#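 Material: purified human Csn5 enzyme expressed in HEK293T cells / Medium: Tris buffer pH 7.5, NaCl, DTT, Tween-20, trehalose, ovalbumin / Compound dosing: 12.5 µM single point / Schedule: 90 min incubation of compound, enzyme and substrate at room temperature / Signal: fluorescence polarization of the substrate / Control set: no-enzyme wells high, enzyme-with-substrate wells low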
# LMPTP inh: LMPTP (human) inhibition; P24666; recombinant LMPTP-A, OMFP fluorogenic substrate, fluorescence intensity; inhibition, % at 20 µM; hit rate 0.22% among 360,000;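 active means compounds that cut the enzyme signal by at least half of the control window in the single-dose screen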;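 further: plate controls were DMSO wells with enzyme plus substrate for no effect and substrate without enzyme for full effect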
# Target sequence (P24666 whole entry, looked up): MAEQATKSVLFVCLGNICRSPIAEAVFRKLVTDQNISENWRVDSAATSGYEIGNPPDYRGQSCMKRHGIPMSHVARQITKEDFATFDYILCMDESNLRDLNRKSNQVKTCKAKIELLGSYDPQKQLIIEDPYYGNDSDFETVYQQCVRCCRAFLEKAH
#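 Test system: LMPTP-A phosphatase enzyme. Amount: LMPTP-A at 0.625 nM final in the reaction. Reagent: OMFP substrate, 400 µM final. Times: 50 min at room temperature. Signal: endpoint fluorescence intensity from OMFP dephosphorylation. Read-out basis: % inhibition. Benchmarks: no-enzyme and uninhibited controls.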
# DNMT1 inh: inhibitors of human DNMT1. P26358. DNMT1 molecular beacon, Hinp1I cleavage, fluorescence. inhibition (reported as % activation of signal), % at 10 µM. hit rate 0.83% among 360,000; in the data active means inhibition above about 50%
# Tb MetRS inh: blocks T. brucei methionyl-tRNA synthetase activity | purified T. brucei MetRS, ATP depletion, Kinase-Glo luminescence | inhibition, % at 11.9 µM | hit rate 0.4% among 360,000 | AID 624268;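 active means inhibition above a per-plate cutoff of the control wells' mean inhibition plus 3 SD, cut at about 5.5% in these data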;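 further: 0% = DMSO wells median and 100% = median of wells with control inhibitor compound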
#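 Dosing: 11.9 µM compound single dose, 0.9% DMSO; Assay system: purified T. brucei MetRS enzyme; Measured by: Kinase-Glo luciferase luminescence reporting remaining unconsumed ATP; Schedule: 15 min plus 2 h at 25 °C.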
# STEP block: STEP (human) phosphatase inhibition; inhibition, % at 20 µM; P54829; recombinant STEP, OMFP fluorogenic substrate, fluorescence; AID 588621; hit rate 0.25% among 360,000;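 active means inhibition at 20 µM, scaled per plate between control wells, above about 37%, limit read from the data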;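 further: 0% = DMSO with enzyme and substrate and 100% = substrate only without enzyme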
#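 System: isolated STEP enzyme; schedule: 20 min enzyme reaction at room temperature, protected from light; medium: Bis-Tris buffer pH 6.0, 2.5 mM DTT, 0.005% Tween 20; signal: fluorescence, 480/540 nm; dosing: single compound dose of 20 µM, 1% DMSO final; also added: OMFP substrate, 25 µM final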
# Rpn11 inh: inhibitors of human proteasome Rpn11; calls only at 20 µM; hit rate 0.59% among 360,000; human 26S proteasome, Ub4-pepOG fluorescence polarization; 20S core pre-blocked with epoxomicin; O00487;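 active means inhibition at 20 µM, scaled to each plate's controls, above about 33%, limit read from the data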
# Target sequence (O00487 whole entry, looked up): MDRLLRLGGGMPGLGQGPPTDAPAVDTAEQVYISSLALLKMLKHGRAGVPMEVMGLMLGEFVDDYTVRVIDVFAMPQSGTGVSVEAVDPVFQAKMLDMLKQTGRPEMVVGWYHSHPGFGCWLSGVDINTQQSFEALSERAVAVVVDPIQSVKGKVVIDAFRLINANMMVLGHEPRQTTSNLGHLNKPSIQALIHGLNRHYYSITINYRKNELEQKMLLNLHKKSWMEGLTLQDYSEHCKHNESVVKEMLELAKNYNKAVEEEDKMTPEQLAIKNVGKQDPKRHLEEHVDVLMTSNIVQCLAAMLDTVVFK
# SUMO1-SIM PPI: SUMO1-SIM interaction modulation | SUMO1 binding to a labelled peptide, TR-FRET, 1 h | P63165 | inhibition, % at 20 µM | AID 602429 | hit rate 0.33% among 360,000; in the data active means inhibition above about 37%
# NadD block: blocks S. aureus nicotinate mononucleotide adenylyltransferase; AID 602399; purified NadD enzyme, colorimetric absorbance read-out; inhibition, % at 20 µM; hit rate 0.78% among 360,000; in the data active means inhibition above about 26%; further: some compounds past the cut are filed as inactive
# * marks the source's active call; other numbers are inactive results; i = inactive; . = no result given.
# Preview (2 entries):
cpd	canonical_smiles	Scp1 inh	MsrA inh	CSN deneddyl inh	LMPTP inh	DNMT1 inh	Tb MetRS inh	STEP block	Rpn11 inh	SUMO1-SIM PPI	NadD block
1	Cc1nn(CC(=O)Nc2ccc(C#N)cc2)c(C)c1[N+](=O)[O-]	-7	0.5	1	-0.8	16	-2.7	0	i	1	-2
2	COC(=O)c1cc(OC)c(OC)cc1NC(=O)CCN1C(=O)C2CCCCC2C1=O (centres undefined)	.	0.1	-5	-1.4	-1	-0.2	0	i	2	-8

# All compounds of this part, repeating the preview:
cpd	canonical_smiles	Scp1 inh	MsrA inh	CSN deneddyl inh	LMPTP inh	DNMT1 inh	Tb MetRS inh	STEP block	Rpn11 inh	SUMO1-SIM PPI	NadD block
1	Cc1nn(CC(=O)Nc2ccc(C#N)cc2)c(C)c1[N+](=O)[O-]	-7	0.5	1	-0.8	16	-2.7	0	i	1	-2
2	COC(=O)c1cc(OC)c(OC)cc1NC(=O)CCN1C(=O)C2CCCCC2C1=O (centres undefined)	.	0.1	-5	-1.4	-1	-0.2	0	i	2	-8
3	CN1CCN(CC(=O)Nc2ccccc2C(F)(F)F)CC1	-4	0.5	-3	-2.5	-1	-0.5	0	i	6	0
4	CN1C(=O)/C(=C/c2ccc(C(=O)NC3CCCC3)cc2)Oc2ccccc21	-3	-0.5	0	0.7	7	-0.5	2	i	-8	-7
5	CC(C)N(C)c1ncnc2c1ncn2[C@H]1CN(CCc2ccccc2)C[C@@H](CO)O1	.	1.2	-7	5.0	3	-0.2	0	i	-2	2
6	Cn1c(=O)[nH]c(=O)c2c1nc(NCCCO)n2CCCc1ccccc1	-5	0.5	3	-0.8	-1	-0.2	-1	i	1	0
7	Cc1cc(O)cc2c1C(c1ccc(F)cc1)CC1(CC(C)(C)NC(=S)N1)O2 (centres undefined)	-1	.	-2	1.2	-6	0.0	5	i	-1	8
8	CC1(C)Cc2c(C#N)c(SCCO)nc(N3CCOCC3)c2CO1	-9	1.6	5	-0.6	-3	0.3	-2	i	0	-9
9	Cc1ccc(/C=N/NC(=O)Cn2ccc(C(F)(F)F)n2)o1	-5	0.8	0	0.4	0	0.1	1	i	-5	-5
10	CC(C)(CO)NC(=O)CC1C(=O)NCCN1CC(c1ccccc1)c1ccccc1 (centres undefined)	1	-0.2	14	0.8	-5	-0.6	-3	i	2	3
11	O=C(COc1ccccc1)Nc1ccc(F)cc1	-4	-1.6	1	-0.8	2	-0.8	-1	i	0	-3
12	Cc1cccc(CNc2ccc(S(=O)(=O)N3CCCCC3)cc2)c1	0	-0.2	62*	4.1	-5	-0.4	5	i	5	-5
13	O=C(CSc1ccc(Cl)cc1)NCc1ccncc1	-8	1.1	-4	-0.6	-1	-0.4	11	i	4	-17
14	CCCN1Cc2cccc(C(=O)NCc3ccc(C)cc3)c2C1=O	-1	-0.8	2	1.0	3	-0.1	1	i	-1	-1
15	CC(C)(C)c1cc(=O)n2c(nc3ccccc32)[nH]1	7	1.2	-2	-2.2	1	0.0	-3	i	0	-2
16	CCCS(=O)(=O)N1CCC(CCOc2ccccc2)(C(=O)OCC)CC1	-9	-0.7	4	-2.1	4	0.3	0	i	0	-5
17	CC(=O)NCCOc1cccc(OCCNC(C)=O)c1	-4	-0.4	-6	-1.5	3	0.1	-4	i	1	0
18	CCN(c1ccccc1)S(=O)(=O)c1ccc(OC)c(NC(=O)c2cc(F)c(F)c(F)c2F)c1	-5	0.9	3	-0.5	9	0.1	1	i	-4	-7
19	O=C(Oc1cccccc1=O)c1ccccc1	-7	0.7	-9	-0.9	5	-0.8	0	i	-17	7
20	Cc1ccc(S(=O)(=O)c2ccccc2)cc1S(=O)(=O)N1CCOCC1	-4	1.4	-1	-0.9	1	-1.0	-3	i	-2	-7
21	COc1ccc(CCc2nnc(CCC(=O)NCCc3ncccc3C)o2)cc1	-4	1.4	-3	-0.6	-3	1.5	-4	i	0	-2
22	O=C(NNC(=O)C1[C@H]2CCCC[C@@H]12)NC1CCCCC1 (some centres undefined)	-1	-0.8	2	-1.5	2	-0.4	-1	i	-3	3
23	O=S(=O)(c1ccc2c(c1)CCCN2)N1CCCCC1	-2	1.4	5	-0.8	4	0.0	-3	i	1	-4
24	O=C(CNC(=S)N(Cc1ccccc1)Cc1cccnc1)NCc1ccccc1	0	-1.1	-1	0.3	-1	-0.6	2	i	-4	0
25	CN(Cc1cccc(F)c1)C(=O)c1ccc(S(=O)(=O)N2CCCCCC2)cc1	-1	-0.3	2	3.8	-1	-0.1	-2	i	-5	-3
26	COc1cccc(C(=O)COC(=O)c2ccc(NC(C)=O)cc2)c1	-10	-1.2	2	-1.0	2	1.1	2	i	0	-2
27	Nc1cccc2c1C(=O)c1ccc(Cl)cc1C2=O	50*	-0.2	11	31	31	-0.2	4	i	-17	-1
28	COCCn1c(SCC(=O)N2CCC(C)CC2)nc2c([nH]c3ccccc32)c1=O	-11	-0.7	-1	0.6	1	-0.5	0	i	12	1
29	Brc1ccc2nc(-c3c[nH]c4ccccc34)cn2c1	-3	0.5	16	2.0	-11	-0.1	2	i	-3	14
30	O=C(Nc1ccc2c(c1)OCCO2)C1c2ccccc2C(=O)N2CCc3ccccc3C12 (centres undefined)	-12	-1.5	3	-0.4	4	-0.6	0	i	0	7
31	Nc1ccc2nc3c(=O)n(C4CCCCC4)c(=O)[nH]c3nc2c1	-9	0.2	-77	-1.7	34	0.1	-60	i	-21	5
32	Clc1cccc(CN2CCSCC2)c1	4	-0.3	1	0.3	2	1.4	0	i	-2	2
33	Cc1nc(SC2CC(=O)N(c3ccccc3)C2=O)nc2c1CCCC2 (centres undefined)	2	0.8	-1	-0.1	1	-0.4	-3	i	2	0
34	Cc1nn(CCCC(=O)N2CCc3ccccc3C2)c(=O)c2cc3sccc3n12	2	0.5	-2	0.2	-5	-0.6	-1	i	-4	-7
35	Cc1ccc(S(=O)(=O)N2[C@@H](c3ccc(C(C)(C)C)cc3)C(C(=O)O)=CC[C@H]2c2ccc(Cl)cc2)cc1	-20	0.6	12	4.0	40	-0.2	-2	i	32	26
36	CCOc1ccc(Nc2nc(N)nc(CSC(=S)N3CCN(c4ccccc4)CC3)n2)cc1	-5	0.8	5	3.6	-4	0.4	2	i	-2	12
37	S=C(NCc1ccncc1)Nc1cc(Cl)cc(Cl)c1	10	-0.1	4	-0.7	4	10*	1	i	0	-3
38	Cc1ccc(C(=O)COC(=O)CN2C(=O)C3C4CCC(C4)C3C2=O)cc1[N+](=O)[O-] (centres undefined)	-7	0.9	-1	-2.0	-3	-0.8	2	i	-9	-1
39	COc1ccc(Cl)cc1Nc1cc(C)nc2ccccc12	1	4.2	-2	20	-3	0.0	0	i	3	-12
40	O=C(O)CC/C(=N\NC(=O)CNC(=O)c1ccc(F)cc1)c1ccccc1	-2	-0.2	0	-2.1	0	0.8	2	i	-4	-5
41	CCOC(=O)CCCCC(=O)c1[nH]c(=O)[nH]c1Cn1cnc2ccccc21	-1	-0.6	0	-0.7	0	-0.4	0	i	-13	3
42	O=C(Cc1ccccc1)Nc1nc(-c2cccc([N+](=O)[O-])c2)cs1	-5	1.5	-1	-0.4	9	0.3	0	i	2	-1
43	Cc1ccc(OCC(=O)NNC(=O)CSC(=S)N2CCCC2)cc1	44	-1.1	-2	-1.0	-1	-0.1	6	i	6	-2
44	Cc1ccc(OCc2nnc(SCC(=O)c3cccc([N+](=O)[O-])c3)n2C)cc1	5	0.1	3	-0.8	-2	0.0	-1	i	-22	1
45	CNC(=O)N(O)C1N(/N=C/c2ccc(SC)cc2)C(=S)SC1(C)C (centres undefined)	8	3.3	3	2.0	3	0.2	5	i	-4	-4
46	CCOc1ccc2oc(C(=O)Nc3ccc(N4CCOCC4)cc3)c(C)c2c1	-9	3.4	1	3.4	-16	-0.7	2	i	-1	7
47	COc1ccc(-c2nc(CS(=O)CC(=O)NCCN3CCCCCC3)c(C)o2)cc1OC (centres undefined)	-1	1.9	0	4.2	-1	-0.8	-1	i	-4	3
48	CC/C(=N\NC(=O)c1nnn(-c2nonc2N)c1-c1cccc(OC)c1)c1ccc(C)cc1	-4	-0.7	2	2.3	-8	-0.2	0	i	0	5
49	CCN1CCN(CCCNC(=O)C2CCCN(c3nc4c(C)cc(C)cc4s3)C2)CC1 (centres undefined)	-11	-0.7	4	-6.2	3	-0.5	-1	i	-1	-2
50	O=C(c1cccc2ccccc12)N1CCC(N2CCN(c3ccccc3)CC2)CC1	-5	1.8	3	-2.0	-6	-1.9	-8	i	-5	0

# (more compounds)
cpd	canonical_smiles	Scp1 inh	MsrA inh	CSN deneddyl inh	LMPTP inh	DNMT1 inh	Tb MetRS inh	STEP block	Rpn11 inh	SUMO1-SIM PPI	NadD block
51	COc1cccc(CN(C)Cc2cc(=O)oc3c(C)c(C)ccc23)c1	0	0.3	-2	3.5	4	-0.1	0	i	4	1
52	Cc1ccc([N+](=O)[O-])cc1NC(=O)CSc1n[nH]c(-c2cccnc2)n1	30	-0.9	-1	-1.1	0	-0.1	-1	i	-16	-5
53	CCC(=O)Nc1nnc(S(=O)(=O)N(CC)c2ccc(Cl)cc2)s1	-11	-0.6	2	0.1	1	-1.6	-3	i	-1	-7
54	COC(=O)CNC(=S)NC(=O)c1ccc(C(C)(C)C)cc1	-24	0.7	6	0.9	-3	-0.6	0	i	-2	3
55	COC(=O)C[C@H]1C[C@H]2c3cc(NC(=O)Cc4ccncc4)ccc3O[C@H]2[C@@H](CO)O1	.	-1.5	-7	-3.9	0	0.0	-2	i	0	-2
56	N#CCc1c(C#N)c(N)nc(N2CCN(S(=O)(=O)c3ccccc3F)CC2)c1C#N	-2	1.7	4	-1.0	-3	-0.3	0	i	-7	18
57	COCCN(CCOC)S(=O)(=O)c1ccc(C(=O)NC2CCN(Cc3ccccc3)CC2)cc1	4	-0.4	-5	-4.7	1	-0.6	1	i	-2	0
58	Cc1cccc(NC2=C(NC(=O)c3ccccc3)C(=O)c3ccccc3C2=O)c1	-3	2.4	-5	2.5	-13	-0.6	7	i	-25	-1
59	CCC(=O)Nc1cccc(NC(=O)c2ccccc2Cl)c1	-6	-0.2	-2	0.1	-4	0.0	-4	i	2	9
60	CCOC(=O)COn1c(=O)c(-c2cc3ccccc3o2)[n+]([O-])c2ccccc21	-7	0.9	-4	0.2	2	-0.2	-3	i	-33	2

# Screening data (PubChem)
